Compound activity as filed in PubChem BioAssay.
OXTR potentiator: potentiates the human oxytocin receptor response | AID 2445 | P30559 | activation, % at 3 µM | CHO-OTR cells, Fluo-8 calcium fluorescence, potentiator mode; 0% = oxytocin EC15, 100% = EC100 | actives 0.061% (n = 320,000);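 active = activation above that plate's cutoff, the mean activation of tested compounds plus 3 SD, cut at about 6.6% in these data, passing the limit was not always enough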;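 note: 100% uses oxytocin at 75 nM as the full agonist control; some results filed as inactive read as strong as hits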
Target sequence (P30559 whole entry, looked up): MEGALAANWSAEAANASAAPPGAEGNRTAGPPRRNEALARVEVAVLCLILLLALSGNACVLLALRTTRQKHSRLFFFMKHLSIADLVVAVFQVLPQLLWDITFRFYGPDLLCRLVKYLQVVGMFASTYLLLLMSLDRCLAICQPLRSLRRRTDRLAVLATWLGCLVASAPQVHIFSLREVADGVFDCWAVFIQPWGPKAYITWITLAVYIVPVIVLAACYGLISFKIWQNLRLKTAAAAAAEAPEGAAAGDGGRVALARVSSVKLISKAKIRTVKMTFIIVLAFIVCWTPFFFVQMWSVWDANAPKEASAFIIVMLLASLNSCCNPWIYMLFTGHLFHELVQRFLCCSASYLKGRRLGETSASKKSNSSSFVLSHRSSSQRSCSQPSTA
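Measured by – Fluo-8 calcium dye fluorescence · Test system – human OTR in CHO cells · Dosing – one concentration, 3.0 µM compound · Controls – EC15 oxytocin alone as 0%, 75 nM oxytocin as 100% · Evaluation – normalized max/min fluorescence ratio, % activation · Timing – 6 min pre-incubation, 100 s read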
CHO parental Ca: signal in parental CHO cells, OX1R antagonist counter-screen; parental CHO-K1, ATP-induced calcium, Fluo-8 fluorescence; inhibition, % at 5.6 µM; actives 0.63% (n = 330,000);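 active = inhibition above that plate's mean sample inhibition plus 3 SD, cut at about 26% in these data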;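 note: 0% = ATP-challenged DMSO wells and 100% = DMSO wells without ATP; some compounds past the cut are filed as inactive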
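Measured by: calcium-sensitive Fluo-8 fluorescence / Test system: CHO parental line / Controls: ATP-challenged DMSO wells low, unchallenged DMSO wells high / Measure: % inhibition / Compound: single nominal dose of 5.6 µM per compound / Replicates: single well per compound, no replicates / Reagent: ATP as calcium-mobilizing challenge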
TAAR1 ag: human TAAR1 agonism | activation, % at 3 µM | actives 0.99% (n = 360,000) | Q96RJ0 | CHO RD-HGA16 TAAR1, Fluo-8 calcium fluorescence; vehicle wells 0%, saturating PEA agonist 100%;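 active = activation above the mean activation of all test compounds in the run plus 3 SD, cut at about 38% in these data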
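Assay system: CHO-derived RD-HGA16 cells with stable Gα16 and human TAAR1; timing: 17-24 h seeding, 75 min 37 °C dye, 30 min RT; read-out: % activation from peak over basal fluorescence ratio, DMSO-to-PEA scaled; measured by: kinetic Fluo-8 calcium fluorescence; benchmarks: low control DMSO, high control PEA (EC100); doses: 3 µM single concentration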
M1 PAM parental: M1 PAM counterscreen hit in parental CHO-K1 cells | activation, % at 3 µM | AID 602247 | actives 0.02% (n = 360,000) | ATP EC20, Fluo-8 calcium fluorescence; 0% at ATP EC20, 100% at ATP max;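 active = activation above the run cutoff, the mean activation of all test compounds plus 3 SD, cut at about 40% in these data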;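 note: peak over basal fluorescence ratio in a 140 s read after ATP addition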
CHO-K1 Ca antag: counter-screen for M1 antagonists: effect in parental CHO-K1 cells | ATP-induced calcium, Fluo-8 fluorescence | inhibition, % at 3 µM | actives 0.6% (n = 360,000);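 active = inhibition above a per-plate cutoff, the plate's mean sample inhibition plus 3 SD, cut at about 24% in these data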;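 note: 0% = DMSO plus EC80 ATP and 100% = DMSO alone without ATP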
CHO-K1 Ca ag: counter-screen for M1 agonists: effect in parental CHO-K1 cells | Fluo-8 calcium fluorescence; scaled to maximal ATP response, vehicle zero | activation, % at 3 µM | actives 0.48% (n = 360,000) | AID 602248; in the data active = activation above about 15%;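 note: untransfected CHO-K1 host cells lacking M1 receptor as counterscreen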
CHRM1 agonist: agonists of human M1 muscarinic receptor | P11229 | activation, % at 3 µM | CHO-K1 hM1, Fluo-8 calcium fluorescence, agonist mode; 0% DMSO, 100% acetylcholine EC100 | AID 588814 | actives 0.33% (n = 360,000);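 active = activation above the run's mean compound activation plus 3 SD, cut at about 16% in these data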;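 note: peak over basal fluorescence ratio within a 140 s kinetic read after compound addition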
Target sequence (P11229 whole entry, looked up): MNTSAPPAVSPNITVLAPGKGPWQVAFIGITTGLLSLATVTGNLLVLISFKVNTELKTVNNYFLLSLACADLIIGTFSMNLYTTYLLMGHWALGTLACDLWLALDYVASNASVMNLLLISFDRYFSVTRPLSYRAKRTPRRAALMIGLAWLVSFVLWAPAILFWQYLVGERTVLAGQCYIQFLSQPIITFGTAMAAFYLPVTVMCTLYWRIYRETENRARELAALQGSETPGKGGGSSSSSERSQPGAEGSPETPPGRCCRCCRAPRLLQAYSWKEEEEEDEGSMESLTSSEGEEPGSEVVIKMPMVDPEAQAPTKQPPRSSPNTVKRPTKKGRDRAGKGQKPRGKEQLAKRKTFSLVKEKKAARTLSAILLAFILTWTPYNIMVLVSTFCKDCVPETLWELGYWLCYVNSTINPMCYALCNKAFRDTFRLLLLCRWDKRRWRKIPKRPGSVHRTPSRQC
TAAR1 antagonist: human TAAR1 antagonism; Q96RJ0; CHO RD-HGA16 TAAR1, Fluo-8 calcium fluorescence, antagonist; inhibition, % at 3 µM; actives 1.5% (n = 360,000); AID 624466;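 active = inhibition above a per-plate cutoff, the mean inhibition of test compounds on that plate plus 3 SD, cut at about 49% in these data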;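 note: 0% = DMSO plus EC80 beta-PEA response and 100% = DMSO alone without agonist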
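System: CHO RD-HGA16 cells bearing hTAAR1. Reagent: EC80 β-phenethylamine stimulus. Schedule: seeding 17-24 h prior, 75-min 37 °C, 30-min RT dye loading. Signal: Fluo-8 intracellular calcium dye fluorescence, real-time kinetic reads. Read-out: % inhibition from peak post-agonist over basal fluorescence ratio. Benchmarks: vehicle wells and EC80 agonist wells. Replicates: n of 1.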
CHRM1 antagonist: blocks human M1 muscarinic receptor; CHO-K1 hM1, Fluo-8 calcium fluorescence, ACh EC80 antagonist; inhibition, % at 3 µM; P11229; actives 1.3% (n = 360,000);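 active = percent inhibition above its own plate's cutoff, namely the mean of that plate's compound wells plus 3 SD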;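 note: peak over basal fluorescence ratio during 140 s after agonist addition; 0% = ACh EC80 plus DMSO and 100% = DMSO alone without agonist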
Numbers without * were called inactive; x = no result given. This is a random part of the collection; any-hit rate near 4.2%.

SMILES	OXTR potentiator	CHO parental Ca	TAAR1 ag	M1 PAM parental	CHO-K1 Ca antag	CHO-K1 Ca ag	CHRM1 agonist	TAAR1 antagonist	CHRM1 antagonist
COc1cc(-c2nnc(-c3ccc(N4CCOCC4)cc3)o2)cc(OC)c1OC	-9	-14	3	-4	8	0.5	-2	14	0
NC(=NCCc1ccccc1)NS(=O)(=O)c1ccccc1	-3	4	19	8	-4	0.1	-5	-5	-4
CCNC(=S)N1CCN(CCN2C(=O)c3cccc4cccc(c34)C2=O)CC1	2	-30	3	-2	-12	0.7	-4	-16	2
CC(C)N(C(=O)C[n+]1ccc(/C=N/O)cc1)C(C)C	7	-11	5	-9	-4	0.7	-11	5	13
Cc1ccc(C)c(NC(=O)CN(C)C(=O)CSC(C)C(=O)Nc2cc(C)on2)c1 (stereo not drawn)	-12	-20	1	-3	6	0.1	0	-19	-22
C/C(=N\NC(=O)COc1ccc(C)cc1C(C)C)c1cc2ccccc2o1	-9	-16	-1	6	-4	0.0	-4	18	-8
Cc1cc2nc(-c3ccco3)c(CC(C)(C)C)n2c(C)c1Br	x	x	1	24	-26	0.9	-2	-14	-18
O=c1oc2ccc(Cl)cc2cc1-c1nnc(Nc2cccc(C(F)(F)F)c2)s1	-2	2	1	5	-5	-0.1	1	-8	-6
COCCN(C(=O)c1ccco1)c1nnc(-c2ccc(OC)cc2)s1	-6	-23	0	12	-3	0.7	-3	-1	-18
Cc1noc(C)c1COc1ccc(C(=O)NCC(c2c(F)cccc2Cl)N(C)C)cc1 (stereo not drawn)	x	x	3	-26	4	0.2	-7	-6	23
CC(=O)N1CCc2c(sc(NC(=O)C3CCCN3S(=O)(=O)c3cccs3)c2C#N)C1 (stereo not drawn)	-8	-13	0	-2	0	1.0	-4	-23	-3
Cc1ccc(C(=O)N/N=C\c2ccc(-c3ccc(Cl)cc3)o2)cn1	-5	-12	7	4	-4	1.9	0	13	12
COc1cc(OC)cc(C(=O)NCC(=O)OCC(=O)N2c3ccccc3NC(=O)C2(C)C)c1	3	-17	1	-6	-3	-0.1	-1	-28	-2
C/C(=N\NC(=O)c1ccoc1C)c1ccc(Cl)s1	-7	-8	-1	-19	-3	0.2	0	-18	-5
CC(C)CC(c1nnnn1C1CCCCC1)N1CCN(C(=O)c2ccco2)CC1 (stereo not drawn)	-7	-14	-3	-13	4	-0.4	3	-2	-1
Cc1ccc(S(=O)(=O)N2CCOC23CCN(C(=O)C(=O)NCc2ccccc2)CC3)cc1	-4	-4	1	-6	5	1.9	0	7	-3
COc1cccc(C(=O)NC2CCCc3ccccc32)c1OC (stereo not drawn)	-9	-10	6	3	-12	4.8	-2	12	5
Cc1ccc(NC(=O)C2C3C=CC(O3)C2C(=O)O)cc1C (stereo not drawn)	-4	-11	3	-15	6	0.0	-2	1	7
O=C(N/N=C/c1ccc(N2CCOCC2)o1)c1ccccc1[N+](=O)[O-]	-1	-3	0	22	-3	0.2	-9	-15	-1
O=S(=O)(NCC(c1cccnc1)N1CCN(c2ccc(F)cc2)CC1)c1ccccc1 (stereo not drawn)	-6	-16	8	9	-9	0.1	-4	-3	0
CCN(CC)S(=O)(=O)c1cc(NC(=O)CCNC(=O)c2ccccc2Cl)ccc1C	3	-9	1	24	-10	4.0	-7	16	2
CC(O)Cc1nsc(NC(=O)c2ccc(Br)o2)n1 (stereo not drawn)	-14	-15	5	-3	5	0.5	-3	4	-4
CCN(CC)C(=O)C1=C(C)N(Cc2ccc(C(C)(C)C)cc2)C(=O)C(CC(=O)NCCc2ccccn2)C1 (stereo not drawn)	x	x	2	14	-5	0.2	-4	-8	-8
O=C(CSc1ncnc2nc[nH]c12)c1ccc([N+](=O)[O-])cc1	-7	-27	6	19	-13	5.4	-1	-25	11
COc1cccc(OC)c1OCCCCN1CCCC1	-7	11	-1	16	-9	0.6	-4	2	-10

Other compounds
SMILES	OXTR potentiator	CHO parental Ca	TAAR1 ag	M1 PAM parental	CHO-K1 Ca antag	CHO-K1 Ca ag	CHRM1 agonist	TAAR1 antagonist	CHRM1 antagonist
CC(=O)Nc1ccc(Nc2nc3ccccc3nc2NS(=O)(=O)c2ccc(Cl)c([N+](=O)[O-])c2)cc1	x	x	4	0	-4	-0.7	-3	30	13
COc1cccc(CNc2ccc(C(=O)O)cc2)c1OCc1ccccc1	-24	2	7	-11	-1	-0.6	-4	4	-1
NC(=O)CSc1nnc(-c2ccco2)n1-c1ccc(F)cc1	x	x	2	21	-7	1.3	-4	-19	-6
Cc1[nH]c2ccc(-c3n[nH]c(=S)n3C)cc2c1C	-3	-5	3	15	-5	2.2	-2	1	-11
O=C(COC(=O)CCSc1ccccc1)Nc1ccccc1Br	-8	-5	18	19	-16	-0.3	-4	-12	-2
COc1cc(C(=O)NCCC(=O)NCc2cccs2)cc(OC)c1OC	x	x	5	26	-5	0.3	-1	-21	-8
COc1ccc(NC(C)=O)cc1C#N	-4	0	4	23	-11	1.1	-3	10	2
CCN(C(=O)COC(=O)C1CC1)c1c(N)n(Cc2ccccc2)c(=O)[nH]c1=O	-5	2	1	-20	10	-0.6	-2	-20	-3
Cc1cc(N/C=C\c2nnnn2-c2ccc(F)cc2)no1	-2	-5	0	12	-13	0.1	-4	4	-5
Cc1ccc(S(=O)(=O)Cn2nnnc2C(c2ccc(F)cc2)N2CCCCC2)cc1 (stereo not drawn)	-1	-14	0	11	-23	0.6	-4	1	-10
COC(=O)c1ccc(NCCc2csc(-c3ccc(C)cc3)n2)c([N+](=O)[O-])c1	6	-8	4	7	2	0.0	-1	-2	-17
O=C(CCS(=O)(=O)c1cccc2nonc12)NCc1ccc(Cl)cc1	-16	-1	2	25	-6	1.7	-5	-34	0
Cc1ccccc1CN1C(=O)[C@H]2Cc3c([nH]c4ccccc34)C(C)(C)N2C1=O	-10	-22	15	20	-2	5.2	-2	63*	2
CCOC(=O)c1c(C)[nH]c(C)c1C=O	-8	3	1	8	-15	0.6	-3	-24	-8
O=C(CCc1ccccc1)NNC(=O)CCc1ccccc1	-4	7	1	23	-9	0.6	-4	-1	-18
Cc1coc2cc3oc(=O)c(CCC(=O)N[C@@H](CCCNC(N)=O)C(=O)O)c(C)c3cc12	-14	2	4	-26	15	0.4	3	-5	-3
CN(C)CCCNC(=O)CC1C[C@H](C(=O)N2CCCCC2)[C@@]2(CCc3ccccc3)c3[nH]c4ccccc4c3CCN2C1=O (stereo partly drawn)	2	-14	1	-9	7	0.2	-10	-1	-6
Cc1c(NC(=S)NC(=O)CC(C)C)c(=O)n(-c2ccccc2)n1C	-10	-3	1	8	-9	-0.1	-5	-9	7
CCCNC(=O)CSc1nnc(NC(=O)C2CC(=O)N(c3ccccc3OC)C2)s1 (stereo not drawn)	x	x	1	3	-8	-0.1	-1	-17	-14
COc1cccc(OC)c1C(=O)NC(=S)N1CCCCC1c1cccnc1 (stereo not drawn)	2	-18	-1	22	-1	0.1	-6	3	-8
COCc1nc2ccccc2n1Cc1ccccc1Br	-1	-22	12	5	-1	0.2	-7	-17	-4
COc1ccc(CNC(=O)CN2C(=O)C3C4C=CC(C4)C3C2=O)cc1 (stereo not drawn)	-1	-8	0	11	-3	0.1	-7	2	-5
CCc1nnc(NS(=O)(=O)c2ccc(NC(=S)Nc3ccc(F)cc3)cc2)s1	-5	5	6	14	-10	0.6	-3	-4	-10
Nc1ccc(N2CCOCC2)c(S(=O)(=O)Nc2cc(Cl)ccc2Cl)c1	-12	-1	0	2	-15	0.9	-1	-32	5
N#Cc1c(-c2ccccc2Cl)c2c([nH]c1=O)-c1ccccc1OC2	-2	-12	-2	16	-3	0.9	-1	-14	-10

A stretch taken from the entries so far:
SMILES	OXTR potentiator	CHO parental Ca	TAAR1 ag	M1 PAM parental	CHO-K1 Ca antag	CHO-K1 Ca ag	CHRM1 agonist	TAAR1 antagonist	CHRM1 antagonist
CC(=O)Nc1ccc(Nc2nc3ccccc3nc2NS(=O)(=O)c2ccc(Cl)c([N+](=O)[O-])c2)cc1	x	x	4	0	-4	-0.7	-3	30	13
COc1cccc(CNc2ccc(C(=O)O)cc2)c1OCc1ccccc1	-24	2	7	-11	-1	-0.6	-4	4	-1
NC(=O)CSc1nnc(-c2ccco2)n1-c1ccc(F)cc1	x	x	2	21	-7	1.3	-4	-19	-6

Continuation:
SMILES	OXTR potentiator	CHO parental Ca	TAAR1 ag	M1 PAM parental	CHO-K1 Ca antag	CHO-K1 Ca ag	CHRM1 agonist	TAAR1 antagonist	CHRM1 antagonist
O=C1OCC2=C1C(c1ccccc1)CC(=O)N2c1ccccc1 (stereo not drawn)	-2	-6	0	-4	6	0.2	-5	3	0
CC(=O)Nc1cc(NC(C)=O)c2nc(N)sc2c1	-15	-6	0	9	-10	0.2	-3	-6	-7
CCOC(=O)C1CCCN(C(=O)c2cc3nc(-c4ccc5c(c4)OCO5)cc(C(F)(F)F)n3n2)C1 (stereo not drawn)	-5	-17	9	18	-18	1.4	2	43	0
CC(=O)Nc1ccc(S(=O)(=O)NNC(=O)C2CCCCC2)cc1	-10	-6	2	-25	-3	0.1	-1	-25	-9
Cc1ccc2[nH]c3c(c2c1)CN(C(=O)CN1CCCCC1)CC3	-4	-7	1	x	x	x	x	-16	x
Cc1c(NC(=O)C2CCN(S(=O)(=O)c3cccs3)CC2)c(=O)n(-c2ccccc2)n1C	0	5	3	20	-16	1.8	-4	-32	-21
Cc1cc2c(cc1C)NC(=O)CC(c1ccccc1)=N2	x	x	9	14	-16	7.5	4	18	-5
COc1ccc(-c2ccc(/C=N/NC(=O)c3cccnc3)o2)c([N+](=O)[O-])c1	x	x	3	13	-7	0.5	-1	13	-3
O=C(NCc1ccccn1)c1coc(=O)c(Br)c1	-4	4	31	-8	6	0.2	-3	4	8
CCOC(=O)c1c(-c2ccccc2)oc2ccc(OC)cc12	-11	-27	16	-7	-7	-0.2	-5	0	3
CN(CC(=O)Nc1ccc(F)c(F)c1)S(=O)(=O)c1cccc2cccnc12	-9	-10	6	-7	-6	3.4	0	-5	-4
Cc1ccc(S(=O)(=O)N2CCOCC2)cc1NC(=O)COC(=O)c1ccc(Cl)nc1	-2	-11	7	2	-10	0.4	-2	2	6
CS(=O)(=O)N(CCc1ccccc1)CC(=O)Nc1ccc(OCc2ccccc2)cc1	-16	-3	2	5	-2	0.3	-3	17	10
COC(=O)C(C)Oc1ccc2c(c1)O/C(=C\c1cccc(Br)c1)C2=O (stereo not drawn)	-14	-20	-3	3	12	-0.6	-5	5	4
